# PKA-R2B activ: activators of PKA-R2B holoenzyme, primary screen, biochemical, fluorescence polarization, Cy5-IP20, human. cAMP-dependent protein kinase catalytic subunit beta (Homo sapiens) + cAMP-dependent …. PKA-R2B holoenzyme dissociation; R2B truncated from residue 108, S112A mutant; 0% DMSO only, 100% 113 µM cGMP. activation, % at 11.4 µM. 340,000 compounds, 0.079% hits. AID 504700, 2011;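 active means activation above a cutoff set at the mean over all compounds plus 3 SD, cut at about 18% in these data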;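 further: higher means more holoenzyme dissociation and a rise in polarization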
# Target sequence (P31323 whole entry, looked up, other chains not shown, the tested form may be a part): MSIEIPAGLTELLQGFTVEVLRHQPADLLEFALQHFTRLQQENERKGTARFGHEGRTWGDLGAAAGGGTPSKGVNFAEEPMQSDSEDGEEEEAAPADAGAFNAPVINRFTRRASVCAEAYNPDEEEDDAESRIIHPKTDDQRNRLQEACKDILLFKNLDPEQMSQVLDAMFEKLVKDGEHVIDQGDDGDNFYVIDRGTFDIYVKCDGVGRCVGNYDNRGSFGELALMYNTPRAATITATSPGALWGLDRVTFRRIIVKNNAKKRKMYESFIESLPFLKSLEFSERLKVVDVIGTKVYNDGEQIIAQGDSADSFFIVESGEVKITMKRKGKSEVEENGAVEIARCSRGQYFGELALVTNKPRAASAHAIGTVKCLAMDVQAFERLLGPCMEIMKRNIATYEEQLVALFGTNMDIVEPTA
# Tat export inh: E. coli Tat export inhibitors, primary screen, MC4100, TorA-mCherry reporter, fluorescence, single point. inhibition, % at 10 µM. 340,000 compounds, 0.036% hits;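 active means mean replicate inhibition at least 50% and at least half of replicates individually reaching 50%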;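 further: exported cargo escapes ClpAP degradation while cytoplasmic cargo is degraded and loses fluorescence; 0% = median of neutral control wells and 100% = median of NaSCN control wells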
# MOR-DOR ag: agonists of OPRM1-OPRD1 heterodimerization, primary screen, cell-based, luminescence. 340,000 compounds, 0.3% hits. activation, % at 9.3 µM. cells. AID 504326, 2011. Mu-type opioid receptor (Homo sapiens) + Delta-type opioid receptor (Homo sapiens), …; in the data active means activation above about 18%;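 further: 0% = vehicle-treated cells and 100% = reference agonist; values of inactives mirror those of a sister screen read the other way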
# PfHsp90 yeast 2: growth inhibition of PfHsp90-expressing yeast, primary screen, antimalarial PfHsp90 inhibitor project, S. cerevisiae, BacTiter-Glo luminescence, single point, set 2; BacTiter-Glo ATP, 48 h; yeast lacking PDR1 and PDR3 efflux regulators; inhibition, % at 9.4 µM; 310,000 compounds, 0.32% hits; AID 504621, 2011;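 active means every replicate shows inhibition above about 80%, whatever the replicate mean, limit read from the data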;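 further: 0% = DMSO neutral controls and 100% = 20 µM radicicol positive controls; yeast relying on Plasmodium falciparum Hsp90 in place of its own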
# PKA-R1A activ: activators of PKA-R1A holoenzyme, primary screen, biochemical, fluorescence polarization, Cy5-IP20, bovine R1A, mouse PKAc | 340,000 compounds, 0.083% hits | AID 504707, 2011 | cAMP-dependent protein kinase type I-alpha regulatory subunit (Bos taurus) + … | PKA-R1A dissociation; scaled: DMSO 0%, 113 µM cGMP 100% | activation, % at 11.4 µM;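 active means percent activation above the mean of all tested compounds plus 3 SD, cut at about 19% in these data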;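 further: higher means more PKAc released from R1A so a rise in polarization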
# phage Ecoli inh: growth loss of phage-infected E. coli, primary screen, RecBCD inhibitor project, absorbance, with phage, HTS | inhibition, % at 11.9 µM | 360,000 compounds, 0.26% hits | AID 651602, 2012; in the data active means inhibition above about 11%
# SUMO Mot1 rescue: yeast Mot1-301 growth rescue at high temperature, primary screen, SUMOylation pathway inhibitor project, S. cerevisiae, ATP luminescence, 38.5C | S. cerevisiae Mot1-301 growth rescue; percent above DMSO median, 100 means doubled | growth rescue, % at 18.8 µM | 320,000 compounds, 1% hits;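 active means every valid replicate shows activation above 250% relative to neutral control wells; inactive means the rest, any valid replicate at or below 250%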;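 further: OY570 slx delta 5 strain wells were the positive control but not used for scaling; some compounds called inactive have numbers as strong as hits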
# MOR-DOR inv ag: inverse agonists of MOR-DOR heterodimerization, primary screen, cell-based, luminescence; 340,000 compounds, 0.21% hits; cell-based MOR-DOR heterodimer luminescence, inverse agonism; Mu-type opioid receptor (Homo sapiens) + Delta-type opioid receptor (Homo sapiens), …; inhibition, % at 9.3 µM; in the data active means inhibition above about 22%, passing the limit was not always enough;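 further: 0% = cells with DMSO and 100% = wells without cells with DMSO; values of inactives mirror those of a sister screen read the other way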
# HTR5A inv ctr: HTR5A inverse agonists in luminescence cell assay, primary screen, counter-screen for OPRM1-OPRD1 heterodimer inverse agonist project, full-deck HTS; 340,000 compounds, 0.083% hits; 5-hydroxytryptamine receptor 5A (Homo sapiens), P47898; inhibition, % at 9.3 µM; HTR5A cell line, inverse agonism; in the data active means inhibition mostly above about 23%, no sharp cut-off; inactive means mostly below about 18%;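 further: 0% = cells with DMSO and 100% = no-cell wells with DMSO; some compounds called inactive have numbers as strong as hits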
# Target sequence (P47898 whole entry, looked up): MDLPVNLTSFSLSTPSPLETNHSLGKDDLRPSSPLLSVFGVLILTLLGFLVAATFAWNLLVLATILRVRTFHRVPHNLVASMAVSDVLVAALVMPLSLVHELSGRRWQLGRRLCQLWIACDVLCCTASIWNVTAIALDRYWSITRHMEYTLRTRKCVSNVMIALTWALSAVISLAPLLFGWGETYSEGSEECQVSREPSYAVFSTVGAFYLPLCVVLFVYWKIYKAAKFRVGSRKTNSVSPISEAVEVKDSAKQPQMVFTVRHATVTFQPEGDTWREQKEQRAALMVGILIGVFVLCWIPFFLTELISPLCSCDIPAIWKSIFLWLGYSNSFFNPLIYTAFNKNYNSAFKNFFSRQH
# Ecoli viability: E. coli V3065 growth inhibition, primary screen, counter-screen for AddAB inhibitor project, absorbance, OD600; 18 h; inhibition, % at 11.9 µM; 330,000 compounds, 0.27% hits; AID 449728, 2010;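 active means inhibition above the campaign's mean inhibition across all tested compounds plus 3 SD, cut at about 9.9% in these data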;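 further: uninfected addAB+ strain grown without phage in ampicillin broth; 0% = DMSO wells and 100% = ciprofloxacin 0.95 µg/ml wells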
# AddAB inh: growth inhibition of E. coli expressing H. pylori AddAB, primary screen, AddAB inhibitor project, absorbance; 330,000 compounds, 0.29% hits; inhibition, % at 11.9 µM; AID 435030, 2010; in the data active means inhibition above about 12%;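 further: 0% = vehicle wells of infected cells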
# The depositor's hits bear a star; · = no result given.
SMILES,PKA-R2B activ,Tat export inh,MOR-DOR ag,PfHsp90 yeast 2,PKA-R1A activ,phage Ecoli inh,SUMO Mot1 rescue,MOR-DOR inv ag,HTR5A inv ctr,Ecoli viability,AddAB inh
Cc1ccc(-c2nnn(CC(=O)N(CCO)C(C(=O)NC3CCCCC3)c3ccncc3)n2)o1 (stereo not drawn),·,-11,·,-6,·,0.9,-6,·,·,-0.1,3.5
O=C(NCCCN1CCCC1=O)Nc1ccc([N+](=O)[O-])cc1,7,4,-1.1,39,-4,-0.6,-2,5,-1,-0.1,-0.3
CC(=O)NC(Cc1ccccc1F)C(=O)NC1CCN(C(=O)c2cnccn2)CC1 (stereo not drawn),-2,-10,-2.5,·,2,3.7,20,13,-22,-1.1,0.4
Cn1ncc(Br)c1C(=O)NC1CCCC1,2,-5,-2.1,-3,-9,2.0,5,9,16,1.1,1.5
O=C(Cc1ccccc1)NCC(=O)Nc1cccc(Cl)c1,4,3,-2.3,-7,10,2.4,39,12,-7,-2.8,0.7
COc1ccc(OCC(=O)NCC(c2cccs2)N2CCOCC2)cc1 (stereo not drawn),-8,-10,0.1,-7,2,3.7,58,-1,23,1.0,-1.0
COc1ccccc1N1CC(C(=O)Nc2nnc(SCC(=O)NCC3CCCO3)s2)CC1=O (stereo not drawn),2,10,1.4,-42,0,1.3,-16,-7,-4,-1.7,-2.1
CC12CCC(c3n[nH]c(=S)nc31)C2(C)C (stereo not drawn),-11,3,-2.0,·,-4,0.5,483,10,-3,0.4,1.5
Cc1sc(NC(=O)c2ccccc2)c(C#N)c1-c1ccccc1,1,8,-0.1,12,-12,1.2,-4,1,6,-0.1,0.3
CS(=O)(=O)N1CCN(c2cnn(-c3ccccc3)c(=O)c2Cl)CC1,5,0,-1.2,·,-1,0.3,10,6,-18,-0.3,3.7
O=C(O)CCCn1nc(C(F)(F)F)c2c1CCCCC2,6,1,-1.5,-6,3,-1.1,-9,9,-14,-0.3,1.1
O=C1C2C3C=CC(C3)C2C(=O)N1c1ccc(S(=O)(=O)Nc2nccs2)cc1 (stereo not drawn),8,2,-1.7,-17,-4,3.0,72,9,-27,-2.6,3.9
Cc1ccc(N(C)C(=O)C2CCCN2S(=O)(=O)c2ccc3c(c2)n(C)c(=O)c(=O)n3C)cc1 (stereo not drawn),-5,2,-2.9,0,0,-1.5,55,16,-7,0.4,1.2
O=C(Nc1cnn(Cc2c(Cl)cccc2Cl)c1)C(c1ccccc1)c1ccccc1,5,-12,2.3,0,-1,3.8,-17,-13,-9,-2.9,2.2
O=C(CSc1ccccn1)N1CCCC(Nc2ccc(F)c(F)c2)C1 (stereo not drawn),3,24,-1.6,-10,-2,2.8,3,8,12,1.1,1.8
CCC(C)c1ccc(-n2c(=O)c3ccccc3n3c(=S)[nH]nc23)cc1 (stereo not drawn),3,-6,-0.1,8,-9,0.1,-3,1,6,-0.8,-0.5
CCCN1CCN(C(=O)c2cc(COc3ccc(F)c(F)c3)on2)CC1,1,-4,-0.3,-4,0,2.3,7,2,-1,-1.3,4.3
CCOc1cc(/C=N/NC(=O)c2cccs2)ccc1OC(=O)N1CCOCC1,-3,3,-0.8,4,-13,4.7,32,4,15,1.1,3.3
Cc1c(Cl)c(C(F)(F)F)nn1CC(=O)NN,-11,1,6.0,-13,5,3.3,2,-43,19,-0.3,-0.4
COc1ccc(N(C(=O)/C=C/c2ccccc2)C2=CC3CCC(C2)N3C)cc1 (stereo not drawn),-7,15,-2.2,-32,-7,-0.5,-26,12,-2,1.4,0.6
CC1(C)CC(=O)c2c(nn(-c3ccccc3)c2N)C1,-2,-1,1.2,-4,-6,1.2,-11,-7,10,-2.3,4.5
Cc1ccc(Cn2ncc3c(NCCCN(C)C)ncnc32)cc1,-7,-1,-2.1,-4,-8,2.1,-5,10,1,-2.3,-1.2
COc1ccc(N=Cc2nc(-c3ccccc3)oc2OC(C)=O)cc1,7,-7,-2.1,-11,7,2.7,16,10,-22,1.8,1.8
O=S(=O)(/C=C/C=C/S(=O)(=O)c1ccccc1)c1ccccc1,-3,-8,-8.1,2,-3,-1.9,·,36,18,·,·
Cc1cc(=O)n2nc(N3CCC(C(=O)NCc4cccc(Cl)c4)CC3)sc2n1,-3,2,-2.6,-9,-1,0.5,-5,13,-20,-2.2,4.4
CCCOc1ccc2cc(C(=O)NCc3ccccc3)c(=O)oc2c1,5,0,3.0,0,2,1.4,13,-24,2,-1.4,2.5
c1ccc2c(c1)N1CCN=C1N2CCN1CCCCC1,3,5,-0.6,28,7,3.2,1,3,1,0.5,3.5
CSc1cccc(NC(=S)N(CCCN2CCCC2)Cc2cccn2Cc2ccc(Cl)cc2)c1,-7,14,6.4,3,-5,-2.3,-28,-33,-2,-0.1,-2.1
Oc1ccc(CNc2ccccc2)c2cccnc12,-11,-1,1.7,13,-2,·,-7,-9,-16,0.9,-0.6
CCCCC(=O)Nc1ccc2c(c1)nc(CCN1CCOCC1)n2C,-5,5,0.9,49,3,0.9,-22,-5,14,-1.7,-0.4
COC(=O)c1ccc(-n2cnc(Cl)n2)c(F)c1,5,2,-0.9,-4,-3,0.6,0,5,-1,-1.0,-0.1
O=C(c1ccco1)N1N=C(c2cccs2)CC1c1ccc(F)cc1 (stereo not drawn),-2,0,-2.0,·,7,1.5,9,11,0,0.2,0.5
CSCCOC(=O)C1=C(C)NC(=O)CC1c1ccccc1Cl (stereo not drawn),2,5,1.3,12,4,1.2,1,-6,1,2.5,1.9
Cc1nc2cc3c(cc2s1)OCO3,4,-8,-0.8,2,-3,2.8,-12,4,-9,-2.5,0.4
Cc1ccc(C)c(N2CCN(C(=O)c3ccc4nc(N5CCOCC5)sc4c3)CC2)c1,-6,-3,0.1,-5,-5,-0.3,-5,-1,-11,0.1,-0.3
COc1cccc(-n2c(SCC(=O)Nc3nccs3)nnc2-c2ccoc2C)c1,-3,-16,-1.0,-1,1,3.3,-18,6,-1,-0.1,-0.4
CC[C@]12c3[nH]c4ccc(OC)cc4c3CCN1C(=O)C(CC(=O)NC/C=C(\C)CCC=C(C)C)C[C@@H]2C(=O)N1CCN(C(=O)c2ccco2)CC1 (stereo partly drawn),-13,11,-1.8,-9,-9,-2.3,·,9,2,-3.2,-0.4
CS(=O)(=O)N1CCN(C/C=C/c2ccccc2)CC1,-21,-1,1.1,16,-7,1.7,-9,-7,10,-0.7,1.6
COc1cccc(/C=N/NC(=O)CCc2c(C)n[nH]c2C)c1O,-2,-4,-2.0,-6,0,-0.9,12,10,0,-1.4,-1.3
CCCCc1nnc(SCC(=O)NC2CCCCC2)n1C,4,2,-4.3,-33,-6,-1.5,11,22,11,0.0,1.5
COc1ccc(CNC(=O)C(c2ccncc2)N(C(=O)Cc2cccs2)c2ccccc2C)cc1 (stereo not drawn),-12,10,-2.4,13,-3,2.5,1,13,-6,-3.2,-0.8
CN(C)Cc1ccc(-c2nc3cccc4c3n2CCNC4=O)cc1,-5,1,·,-5,-2,0.0,-12,·,·,0.0,1.4
COc1cc(/C=C2/NC(=O)NC2=O)ccc1OCC(=O)Nc1ccc(F)cc1,-4,3,-2.9,-51,3,0.7,-3,16,-16,1.3,3.2
O=c1c2c(-c3ccccc3)csc2ncn1/N=C/c1ccc(O)c([N+](=O)[O-])c1,-4,8,-2.1,5,-6,1.1,-5,11,22,0.3,2.1
C=CCc1ccc(OCCOc2ccc(/C=N/n3cnnc3)cc2OCC)c(OC)c1,1,-2,14,·,-3,1.8,19,-69,-23,-6.0,-1.8
COc1ccc(NC(=O)c2c(NC(=O)CNCc3ccco3)sc3c2CCC3)c(OC)c1,-8,7,-2.8,-7,8,3.6,-6,16,-1,-0.1,1.3
CCn1cc(C(c2ccccc2)C(C(C)=O)[N+](=O)[O-])c2ccccc21 (stereo not drawn),-2,12,0.0,-13,-14,-1.3,-25,0,-15,-0.7,-1.1
COc1ccc(-c2csc(Nc3cccnc3)n2)cc1,0,-5,-1.1,10,-3,2.9,24,6,-16,2.0,1.9
Cn1cc([N+](=O)[O-])c(C(=O)N2CCN(Cc3ccc4c(c3)OCO4)CC2)n1,-4,-5,-3.0,-19,4,-1.3,1,15,-31,2.6,1.8
COc1ccc(OC)c(NC(=O)CCCN2C(=S)NC(C)(C)CC2C)c1 (stereo not drawn),-5,-2,-1.2,17,-4,3.0,-4,8,-30,-0.7,1.6
Fc1ccccc1NC(=S)N1CCOCC1,-10,-16,-1.5,24,-9,2.8,-17,8,8,-2.2,0.3
O=C(CN(Cc1ccccc1)C(=O)CNS(=O)(=O)c1ccccc1)NCc1ccco1,1,-4,0.1,-22,5,2.6,22,0,5,-0.2,1.5
O=C(CCNS(=O)(=O)c1ccc(OC(F)(F)F)cc1)NC1CC1,3,-4,-2.4,-2,-14,2.1,-14,12,11,-2.3,-1.9
Cc1ccc(NC(=O)c2ccc(NCCN)c([N+](=O)[O-])c2)cc1,-7,2,-3.8,6,-7,1.5,-4,20,9,0.3,3.1
CC1(C)CC(=O)C2=C(C1)c1c(ccc3ccccc13)NC2c1ccco1 (stereo not drawn),-8,-6,2.5,-38,9,5.6,-9,-15,10,-2.3,1.4
CN(c1ccc(C(=O)Nc2ccccc2C(F)(F)F)cc1)S(C)(=O)=O,-2,1,-2.1,-27,-2,0.6,-5,9,-9,2.9,0.8
Clc1cccc(-c2ccnc3nc(-n4cccc4)nn23)c1,-13,-3,2.1,-22,-6,0.7,7,-11,-18,0.6,0.4

# Hits appear at their usual frequency; overall some 2.2% were active at least once.
